M. tuberculosis GlmU – inhibition of mycobacterial GlmU enzyme – biochemical, glucosamine-1-phosphate acetyltransferase (AID 1376); actives 0.25% (n = 220,000); M. tuberculosis GlmU acetyltransferase enzyme assay; higher % means a stronger effect; inhibition, %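 (tested at 30 µM in the primary screen)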, or IC50 in µM where a hit was titrated; in the data active = inhibition above about 13%;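 note: 0% = complete reaction with vehicle and 100% = reaction without substrate; strong numbers were not always called active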
RmlCD inh 1536 – blocks M. tuberculosis RmlC and RmlD coupled enzymes | inhibition, % at 3.6 µM | actives 0.03% (n = 160,000) | AID 1533 | RmlC+RmlD coupled enzyme assay, percent inhibition; primary screen in compound mixtures; in the data active = inhibition mostly above about 34%, no sharp cut-off; note: some results filed as inactive read as strong as hits
Target sequence (P9WH09 whole entry, looked up): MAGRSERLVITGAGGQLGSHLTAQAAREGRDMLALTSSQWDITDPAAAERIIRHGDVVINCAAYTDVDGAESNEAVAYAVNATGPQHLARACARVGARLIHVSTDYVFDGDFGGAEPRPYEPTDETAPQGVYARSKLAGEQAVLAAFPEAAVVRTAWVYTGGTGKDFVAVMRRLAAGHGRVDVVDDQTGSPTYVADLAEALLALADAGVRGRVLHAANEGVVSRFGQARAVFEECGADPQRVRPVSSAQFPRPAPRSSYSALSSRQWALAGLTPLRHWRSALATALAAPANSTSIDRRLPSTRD
Target sequence (P9WH11 whole entry, looked up): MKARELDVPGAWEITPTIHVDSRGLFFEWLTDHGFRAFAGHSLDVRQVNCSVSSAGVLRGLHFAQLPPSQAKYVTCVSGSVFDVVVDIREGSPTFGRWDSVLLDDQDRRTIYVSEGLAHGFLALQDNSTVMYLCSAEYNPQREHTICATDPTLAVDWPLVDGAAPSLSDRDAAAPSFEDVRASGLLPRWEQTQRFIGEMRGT
Active calls of the source: *; / = no result given. A portion of the library, so the mix of outcomes need not match the whole.

| Molecule | M. tuberculosis GlmU | RmlCD inh 1536 |
| --- | --- | --- |
| O=C(NNc1nc2c(F)cccc2s1)c1ccc(F)cc1 | 0.5% | -0.4 |
| CCC(=O)NC(c1ccc(C)cc1)c1cc([N+](=O)[O-])c2cccnc2c1O (stereo unspecified) | -7.6% | -4.7 |
| CCOC(=O)c1nn(-c2ccc(C)c(C)c2)cc1O | -6.2% | -8.5 |
| CCN(Cc1ccccc1)c1ccc(/C=C(\C#N)c2ccccn2)cc1 | 0.1% | 5.4 |
| C(=N\N(Cc1ccccc1)c1ccccc1)/c1ccco1 | 7.0% | 2.1 |
| CC(C)=C1C2CCC1C(C(=O)NCc1ccccc1)C2C(=O)O (stereo unspecified) | 0.4% | -4.5 |
| COCCCNC(=O)Cn1c(=O)n(CC(=O)NCCc2ccc(OC)c(OC)c2)c(=O)c2sccc21 | 4.3% | 46.7 |
| COc1ccc(-c2nc(C#N)c(NCCCN3CCOCC3)o2)cc1 | / | -4.0 |
| COc1ccc(-c2csc(Nc3ccc(S(N)(=O)=O)cc3)n2)cc1OC | -9.1% | 0.9 |
| COc1ccccc1N1CCN(S(=O)(=O)c2c(C)[nH]c(=O)[nH]c2=O)CC1 | 1.9% | -12.8 |
| CN1CCN(C(=O)C2CC(c3ccc(F)cc3)=NO2)CC1 (stereo unspecified) | 2.5% | / |
| CCN(CC)S(=O)(=O)c1cc(NC(=O)COC(=O)CCC(=O)c2ccc(F)cc2)ccc1C | -4.0% | 3.0 |
| Cc1ccc(-n2c(C)nc3oc4ccccc4c(=O)c3c2=O)cc1 | 4.3% | / |
| O=C(COC(=O)c1ccc(S(=O)(=O)NCc2ccco2)cc1)Nc1ncc(Cl)cc1Cl | 1.5% | 25.9 |
| COc1ccc(C2C(C(=O)N3CCOCC3)CCC(=O)N2c2ccc(OC)cc2)cc1 (stereo unspecified) | -5.8% | / |
| COc1ccc(-c2nnn(CC(=O)N3CCN(c4ccccc4OC)CC3)n2)cc1OC | -5.1% | 1.3 |
| C=CCc1cc(/C=C2/NC(=O)N(CC)C2=O)cc(OCC)c1OCc1ccc(C(=O)O)cc1 | 1.9% | 20.1 |
| COc1cc(C2CC(=O)c3cnc(NC(C)=O)nc3C2)cc(OC)c1OC (stereo unspecified) | 1.8% | / |
| Cc1cc(/C=C(\C#N)C(=O)NC2CC2)c(C)[nH]1 | 1.8% | 5.7 |
| Cc1nn(C)cc1CNC(=O)C1C2CCC(O2)C1C(=O)O (stereo unspecified) | -0.1% | -11.2 |
| O=C(NCc1ccccc1)N1CCn2c(nc3ccccc32)C1 | 0.1% | / |
| CCCC(=O)Nc1cc(=O)n(C)c(=O)n1C | -3.7% | 6.3 |
| O=C(NCCO)C(F)(F)C(F)(F)C(F)(F)OC(F)(C(=O)NCCO)C(F)(F)F (stereo unspecified) | 5.5% | / |
| O=C(Nc1cccc(S(=O)(=O)N2CCOCC2)c1)c1cnccn1 | 3.9% | -4.2 |
| CC(C)c1ccc(NS(=O)(=O)c2cn(C)c(=O)n(C)c2=O)cc1 | -0.5% | 5.8 |
| COc1ccc(-c2cnc(OC(C)(C)C)nc2OC(C)(C)C)cc1OC | -3.9% | -4.1 |
| O=C(C1CCCCC1)N1CCC(c2nc3ccccc3[nH]2)CC1 | -1.2% | / |
| Cc1ccc(S(=O)(=O)Nc2ccc3c(c2)nc(CN2CCCC2)n3C)cc1 | -0.9% | -5.1 |
| CCOC(=O)CSC1=C(C#N)C(c2ccc(Cl)cc2)C(C(=O)OC)C(=O)N1 (stereo unspecified) | -0.9% | 4.4 |
| COc1ccccc1NC(=O)COc1ccc(CO)cc1Cl | 22.4% | -6.4 |
| CN(C(=O)NC(=O)C1=C(N2CCOCC2)/C(=C/c2ccccc2)CC1)S(C)(=O)=O | -0.4% | / |
| CC(=O)c1ccc(NC(=S)N2CCC(Cc3ccccc3)CC2)cc1 | -6.8% | 8.5 |
| Nc1nc(/C=C/c2ccc(F)cc2)nc(-c2ccccc2O)n1 | -0.2% | / |
| Fc1ccccc1-c1nnc2c3ccccc3nc(N3CCOCC3)n12 | -1.1% | 14.8 |
| CCOC(=O)C1CCCN(c2c(C(=O)c3ccccc3)cnc3ccccc23)C1 (stereo unspecified) | -5.9% | 1.8 |
| O=C(COC(=O)/C=C/c1ccco1)NCc1ccccc1Cl | 2.3% | 3.3 |
| CNc1sc(C(=O)c2cccs2)c(N)c1-c1nc2ccccc2s1 | 3.6% | -6.0 |
| CCOC(=O)CN/C=C(\C#N)c1ccc(F)cc1 | -5.4% | -1.3 |
| CC1CCC(C(C)C)C(=O)/C1=C\c1ccc(NC(=O)CCC(=O)O)cc1 (stereo unspecified) | -2.3% | 23.0 |
| O=C1CCC/C(=N/NC(=O)c2cc(NS(=O)(=O)c3cccs3)cc(NS(=O)(=O)c3cccs3)c2)C1 | 0.3% | -45.9 |
| CCn1cc(C(=O)NCc2ccccn2)c(=O)c2cc(F)c(N3CCN(C)CC3)cc21 | -4.8% | / |
| CCOC(=O)C1=C(C)N(Cc2ccc(C(=O)O)cc2)C(=O)NC1c1ccc([N+](=O)[O-])cc1 (stereo unspecified) | 3.4% | / |
| COc1ccc(/C(C)=N\NC(=O)c2ccc3c(c2)OCO3)cc1OC | 3.9% | 16.3 |
| CC(C)CNC(C(=O)Nc1ccc([N+](=O)[O-])cc1Br)c1ccccc1 (stereo unspecified) | 1.7% | 1.7 |
| O=C(CSc1nc(O)c(Cc2ccccc2)c(=O)[nH]1)N1CCOCC1 | 8.3% | 9.1 |
| O=C(O)CC1(CC(=O)Nc2cccc(C(F)(F)F)c2)CCCC1 | 2.5% | -5.0 |
| O=C1OCc2ccc(NS(=O)(=O)c3ccc(C(F)(F)F)cc3)cc21 | -1.7% | -3.4 |
| Cn1cnc(S(=O)(=O)N2CCc3ccccc32)c1 | -5.3% | -2.2 |
| COc1cc(/C=C/C(=O)N2CCCC2)cc(OC)c1OC | 2.2% | 35.3 |
| CCN(CC)c1nc2ccccc2c(N)c1-c1ccccc1 | 2.2% | / |
| COc1ccc(CC2(CO)CCN(Cc3cnn(C)c3)CC2)cc1 | -6.7% | 10.2 |
| O=C1CS/C(=N\N=C\c2ccco2)N1c1ccccc1 | 2.5% | -12.7 |
| CN(C(=O)CSc1nnc(-c2ccco2)n1N)C1CCCCC1 | 3.7% | -4.4 |
| O=C(NCCc1ccccc1)c1ccccc1F | 2.8% | / |
| COc1ccc(N2CCN(C(=O)CCCSc3nc4ccccc4[nH]3)CC2)cc1 | 0.3% | -1.4 |
| COC(=O)C(C)Sc1nnc(Cc2cc(=O)[nH]c(=O)[nH]2)n1-c1cccc(OC)c1 (stereo unspecified) | 3.0% | 36.2 |
| CN(C)Cc1c(O)ccc2occ(C(=O)c3ccccc3)c12 | 0.3% | -14.0 |
| CCCOc1ncnc2c1[nH]c1ccccc12 | / | 26.9 |
| COc1cc([C@H]2[C@@H]3CCCC[C@]3(O)CCN2Cc2ccccc2F)ccc1O | -4.8% | 0.1 |
| CCN1c2nc3ccccn3c(=O)c2CC2(C(=O)N(C)C(=O)N(C)C2=O)C1C (stereo unspecified) | 0.6% | -10.3 |

Exported with two lines to a compound: 3 of the compounds above
Sequence of screens: M. tuberculosis GlmU | RmlCD inh 1536
> COc1ccc(/C(C)=N\NC(=O)c2ccc3c(c2)OCO3)cc1OC
    3.9% | 16.3
> CC(C)CNC(C(=O)Nc1ccc([N+](=O)[O-])cc1Br)c1ccccc1 (stereo unspecified)
    1.7% | 1.7
> O=C(CSc1nc(O)c(Cc2ccccc2)c(=O)[nH]1)N1CCOCC1
    8.3% | 9.1

Quoted from the entries so far for reference:
| Molecule | M. tuberculosis GlmU | RmlCD inh 1536 |
| --- | --- | --- |
| CCn1cc(C(=O)NCc2ccccn2)c(=O)c2cc(F)c(N3CCN(C)CC3)cc21 | -4.8% | / |
| CCOC(=O)C1=C(C)N(Cc2ccc(C(=O)O)cc2)C(=O)NC1c1ccc([N+](=O)[O-])cc1 (stereo unspecified) | 3.4% | / |
| COc1ccc(/C(C)=N\NC(=O)c2ccc3c(c2)OCO3)cc1OC | 3.9% | 16.3 |

Additional structures follow:
| Molecule | M. tuberculosis GlmU | RmlCD inh 1536 |
| --- | --- | --- |
| O=c1c2c(n3nnnc3n1Cc1ccccc1)-c1ccccc1CC21CCCC1 | 0.6% | / |
| O=C(NNc1ccc(Cl)cc1)c1sccc1Cl | 8.7% | 15.7 |
| N/C(=N\OC(=O)CCc1ccccc1)c1cccc(Br)c1 | 4.5% | -4.1 |
| Oc1ccccc1C=NCC(O)c1ccccc1 (stereo unspecified) | 3.8% | 5.6 |
| CN(C)/C=N/c1sc2c(c1C#N)CCC2 | 1.5% | 4.0 |
| Cc1c(C(=O)NCCSCc2c(F)cccc2Cl)cnn1-c1ccc(Cl)cc1 | -0.6% | -2.8 |
| CC(C)OC(=O)NCCOC(=O)Nc1ccc(Cl)c(Cl)c1 | -1.1% | / |
| Cc1ccc(NC(=O)CC2S/C(=N/N=C3\CCCc4ccccc43)NC2=O)cc1 (stereo unspecified) | -0.4% | -9.4 |
| COc1cc(NC(=S)N2CCCC(CO)C2)cc(OC)c1 (stereo unspecified) | -0.6% | / |
| N#Cc1c(C(F)(F)F)cc(-c2cccc(Cl)c2)[nH]c1=O | -6.2% | / |
| CC(=O)c1ccccc1OCCCN1CCCCC1 | -1.2% | -4.0 |
| C/C(=N/NC(=O)Cc1cccc2ccccc12)c1cccs1 | 0.7% | 9.7 |
| CC(C)CCNC(=O)C(NS(=O)(=O)c1ccc2c(c1)c(=O)n(C)c(=O)n2C)c1ccccc1 (stereo unspecified) | / | 9.2 |
| Cc1[nH]c(=O)[nH]c(=O)c1S(=O)(=O)N1CCN(c2cccc(Cl)c2)CC1 | 2.0% | 3.5 |
| Cc1sc2nc(CN3CCOCC3)[nH]c(=O)c2c1-c1ccccc1 | 1.9% | -13.8 |
| CCc1nnc(NC(=O)c2ccc(S(=O)(=O)N3CCc4ccccc4C3)cc2)s1 | 1.4% | -6.4 |
| COc1ccc2c(c1)CCc1c(C(=O)N3CCCCCC3)noc1-2 | 0.3% | 45.8 |
| Cc1cc(-c2ccco2)n(CC(=O)NCc2ccccc2)n1 | -0.2% | / |
| Nc1cc(=O)[nH]c(SCCOc2ccccc2)n1 | 2.5% | -6.1 |
| CCC1(C)Cc2c(c(=O)n(-c3ccccc3)c3ncnc(N)c23)CO1 (stereo unspecified) | -2.0% | / |
| CC(C)Cc1[nH]c(=O)c(C#N)c2c1CCC2 | -1.8% | 7.6 |
| Oc1ccc(C(c2nnnn2C2CCCC2)N2CCc3ccccc3C2)cc1 (stereo unspecified) | 5.1% | 5.2 |
| CC(C)(C)NC(=O)C(c1cccs1)N(Cc1cccs1)C(=O)c1csnn1 (stereo unspecified) | -3.5% | / |
| Cn1c(=O)[nH]c(=O)c2c1nc(NCCc1ccccc1)n2CC(O)COc1ccccc1 (stereo unspecified) | -4.1% | / |
| CCOC(=O)c1c(C2CC2)csc1NC(=O)CSCc1c(C)noc1C | 1.8% | -6.2 |
| COc1ccc2c(c1)[nH]c1c(=O)n(CC3CCCO3)cnc12 (stereo unspecified) | 1.3% | -1.9 |
| Cc1nc(-c2ccc(S(=O)(=O)N3CCN(CCc4ccccc4)CC3)s2)cs1 | 0.8% | -6.8 |
| COc1ccc(Nc2nc(N3CCCC3)nc(N3CCOCC3)n2)cc1 | 0.2% | / |
| O=C1c2ccccc2-c2n[nH]c(=O)c3ccc(N4CCCCC4)c1c23 | -6.6% | -14.7 |
| COc1ccc(F)c(CN2CCC(CO)(Cc3cccc(C(F)(F)F)c3)CC2)c1 | -5.2% | 2.4 |
| CCn1c(SCC(=O)N/N=C/c2c[nH]c3ccccc23)nnc1-c1ccc(Cl)cc1 | -2.7% | 3.3 |
| COc1ccc(N2CC(C(=O)Nc3cccc(C)n3)CC2=O)cc1 (stereo unspecified) | -0.8% | -2.1 |
| Cc1cc(Cl)ccc1OCCCC(=O)NO | -0.9% | / |
| CCOc1ccc(CN(C)CC(=O)Nc2cccc(C)c2)cc1OC | -3.9% | 18.5 |
| Cc1cc(NS(=O)(=O)c2ccc(NC(=O)C(C)Oc3ccc(Cl)cc3)cc2)no1 (stereo unspecified) | -0.7% | 0.4 |
| COc1cc(-c2cc(=O)c3c(O)c(OC)c(OC)c(OC)c3o2)cc(OC)c1OC | -4.5% | / |
| CN(Cc1ccccc1)C(=O)CCNS(=O)(=O)c1ccc2c(c1)oc(=O)n2C | 7.4% | / |
| Cc1csc(NC(=O)CCn2c(=O)sc3ccccc32)n1 | 0.5% | / |
| Cc1c(NC2=NC3(CCCCC3)Cc3ccccc32)c(=O)n(C)n1-c1ccccc1 | 6.7% | 3.1 |
| CCCCNc1nnc(CCn2nc(C)c(Br)c2C)s1 | -4.2% | 5.3 |
| O=C(CCS(=O)(=O)c1cccc2nonc12)N1CCCc2ccccc21 | -3.2% | 4.5 |
| CCn1cc(C(=O)NCc2cccnc2)c2cc(OC)c(OC)cc2c1=O | -4.3% | 6.3 |
| O=C(NCc1ccncc1)Nc1ccccc1F | 1.4% | -7.6 |
| CSc1nc(C)c(Cc2c(F)cccc2Cl)c(=O)[nH]1 | -0.5% | -14.3 |
| CCC1(OC(=O)CN)C(=O)OCc2c1cc1n(c2=O)Cc2cc3ccccc3nc2-1 (stereo unspecified) | -4.3% | -3.9 |
| CC(C(=O)NCCCN1CCOCC1)n1cccc1C(=O)c1ccccc1 (stereo unspecified) | 2.6% | / |
| CC(=O)c1cc(-c2ccccc2)[nH]c1N1CCOCC1 | 1.5% | -8.7 |
| CCOc1cc(C(=O)N2CCC(CC3CC(c4ccccc4)=NO3)(C(=O)NCc3ccc(OC)cc3)CC2)cc(OCC)c1OCC (stereo unspecified) | 4.6% | / |
| Oc1ccc2ccccc2c1CN1CCCC1 | -2.6% | 10.2 |
| COc1ccc(NC(=O)CC2C(=O)N(C)C(=S)N2CCc2ccccc2F)cc1 (stereo unspecified) | -2.4% | -0.9 |
| Cc1cc(C)c2c(=O)[nH]c(SCc3ccc([N+](=O)[O-])cc3)nc2n1 | 6.4% | -13.9 |
| CNC(=S)N(Cc1ccc(OC)cc1)Cc1cc2cc(C)ccc2[nH]c1=O | 2.1% | / |

Compound activity from PubChem.
